Source: PubChem
GRK2 inh = compounds blocking aptamer binding on GRK2 – biochemical, human GRK2, bead flow cytometry, HTS, primary screen; Beta-adrenergic receptor kinase 1 (Homo sapiens), P25098; FAM-aptamer displacement from GRK2; inhibition of aptamer binding, % at 10 µM; 330,000 compounds, 0.59% hits; AID 488847, 2010;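 active means inhibition of aptamer binding above 40%, roughly 3 SD of noise, on plates passing a quality check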;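 further: median bead fluorescence of bound FAM aptamer so fluorescent compounds give negative values; no value below 0 was filed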
GLD-1 RNA inh = GLD-1/TGE RNA complex disruptors, primary screen, biochemical, fluorescence polarization | Female germline-specific tumor suppressor gld-1 (Caenorhabditis elegans), Q17339 | purified GLD-1 + fluorescein TGE RNA | inhibition, % at 5.96 µM | 320,000 compounds, 0.44% hits | AID 2280, 2010;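 active means percent inhibition above a per-plate cutoff, the plate mean of test compounds plus 3 SD, cut at about 30% in these data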;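 further: 0% = DMSO wells with GLD-1 and probe and 100% = wells lacking GLD-1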
MCL1 BIM primary = inhibitors of MCL1 binding to BIM-BH3, primary screen, biochemical, fluorescence polarization. Induced myeloid leukemia cell differentiation protein Mcl-1 (Homo sapiens), Q07820. GST-MCL1 / FITC-Bim-BH3 fluorescence polarization. inhibition, % at 10.9 µM. 320,000 compounds, 0.68% hits;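 active means inhibition above the mean inhibition of all tested compounds plus 3 SD, set per campaign, cut at about 40% in these data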;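 further: 0% = DMSO wells and 100% = unlabeled Bim-BH3 peptide control; higher means more loss of mP so more displacement of Bim peptide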
Target sequence (Q07820 whole entry, looked up): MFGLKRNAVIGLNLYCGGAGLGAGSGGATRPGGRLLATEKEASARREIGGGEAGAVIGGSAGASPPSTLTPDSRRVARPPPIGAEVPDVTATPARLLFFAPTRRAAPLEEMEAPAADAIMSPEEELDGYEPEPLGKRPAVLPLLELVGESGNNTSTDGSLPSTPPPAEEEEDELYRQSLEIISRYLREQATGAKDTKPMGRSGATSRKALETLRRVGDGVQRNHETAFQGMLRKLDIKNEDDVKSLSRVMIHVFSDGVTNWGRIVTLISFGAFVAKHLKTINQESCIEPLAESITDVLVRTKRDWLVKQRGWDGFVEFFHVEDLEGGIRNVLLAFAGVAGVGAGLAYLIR
Bcl-xL primary = inhibitors of human Bcl-xL, primary screen, biochemical, fluorescence polarization, HTS | 320,000 compounds, 0.7% hits | GST-Bcl-xL / FITC-Bim BH3 peptide fluorescence polarization | Bcl-2-like protein 1 (Homo sapiens), Q07817 | inhibition, % at 10.9 µM;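 active means inhibition above the mean of all tested compounds plus 3 SD, cutoff set per campaign, cut at about 30% in these data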;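 further: 0% = DMSO wells and 100% = unlabeled Bim-BH3 peptide competitor; inhibitors lower millipolarization by displacing the labeled peptide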
Target sequence (Q07817 whole entry, looked up): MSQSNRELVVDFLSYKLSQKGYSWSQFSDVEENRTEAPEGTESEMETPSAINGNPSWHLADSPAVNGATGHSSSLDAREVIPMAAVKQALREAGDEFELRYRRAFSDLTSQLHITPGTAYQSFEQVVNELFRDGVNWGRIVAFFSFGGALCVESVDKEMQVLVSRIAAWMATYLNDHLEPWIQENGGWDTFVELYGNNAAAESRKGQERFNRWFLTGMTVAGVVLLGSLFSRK
MEX-5 binding = MEX-5 zinc finger RNA-binding disruptors – biochemical, C. elegans, fluorescence polarization, MLPCN library, primary screen; MEX-5/FITC-TCR2 RNA binding; hits give low values; Zinc finger protein mex-5 (Caenorhabditis elegans), Q9XUB2; 300,000 compounds, 0.38% hits; activity score (negative = inhibition of binding), % at 10 µM;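 active means inhibition past about -25% in most replicates, and total fluorescence under double the plate's negative control median, limit read from the data; inconclusive means replicates evenly split on the limit, or fluorescence at least double controls; inactive means too little inhibition in most replicates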;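 further: 0% = DMSO and -100% = 5 µM competing unlabeled TCR2 RNA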
Target sequence (Q9XUB2 whole entry, looked up): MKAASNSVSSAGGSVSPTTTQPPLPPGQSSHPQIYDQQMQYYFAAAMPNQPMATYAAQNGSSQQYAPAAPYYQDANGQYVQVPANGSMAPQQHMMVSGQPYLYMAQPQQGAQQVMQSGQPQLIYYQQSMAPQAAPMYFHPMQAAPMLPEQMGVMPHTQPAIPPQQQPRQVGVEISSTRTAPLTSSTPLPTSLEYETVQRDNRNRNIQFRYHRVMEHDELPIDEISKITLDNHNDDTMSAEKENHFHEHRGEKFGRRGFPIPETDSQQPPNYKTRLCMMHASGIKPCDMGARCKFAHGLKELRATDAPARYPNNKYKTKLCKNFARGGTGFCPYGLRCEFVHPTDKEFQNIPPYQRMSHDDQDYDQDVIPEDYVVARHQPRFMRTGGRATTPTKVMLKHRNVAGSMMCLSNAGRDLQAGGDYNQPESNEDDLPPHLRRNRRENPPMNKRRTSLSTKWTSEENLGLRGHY
VLA-4 inh = inhibition in human VLA-4 binding assay, primary screen, VLA-4 allosteric modulator project, MLPCN library, flow cytometry, VLA-4 expressing cells; Integrin alpha-4 (Homo sapiens), P13612; ligand binding flow cytometry; inhibition, % (about 7 µM as worked out from the volumes in the protocol); 330,000 compounds, 0.2% hits; in the data active means inhibition above about 50%
CIT2 TOR yeast = modulators of CIT2-GFP expression in yeast, primary screen, S. cerevisiae, GFP fusion, multiplex flow cytometry, MLPCN library. S. cerevisiae CIT2-GFP strain, 3 h; 100 means same as DMSO wells. GFP response vs DMSO, % at 10 µM. 320,000 compounds, 0.065% hits;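 active means GFP response relative to DMSO above a set limit, near the screen mean plus 3 SD, cut at about 150% in these data; inconclusive means Fewer than 70 cells measured for a yeast strain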;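 further: ratio of well median GFP fluorescence to mean of DMSO wells on the plate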
AGP1 TOR yeast = modulators of AGP1-GFP expression in yeast TOR pathway, primary screen, cell-based, multiplex flow cytometry, S. cerevisiae, MLPCN library; 3 h; GFP as percent of DMSO wells; GFP response vs DMSO, % at 10 µM; 320,000 compounds, 0.02% hits; AID 2066, 2009;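 active means GFP response relative to DMSO above a set limit, near screen average plus 3 SD, cut at about 150% in these data; inconclusive means fewer than 70 cells counted for the yeast strain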;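 further: median GFP channel fluorescence of the gated AGP1 strain per well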
Yeast superoxide = reduction of superoxide in aged yeast, primary screen, HTS; S. cerevisiae aged cells, superoxide DHE fluorescence; hits give low values; superoxide response (% of plate mean), % at 10 µM; 330,000 compounds, 0.18% hits; AID 2690, 2010;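 active means superoxide response under a set limit, about three screen SD below normal, cut at about 65% in these data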;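 further: yeast aged for seven days with compound at 30 °C before DHE staining; 100% = average MFI of all compound-treated wells on the plate with controls excluded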
* hit, by the source's call. An unsorted share of the library; overall some 2.1% were active at least once.

`Cc1cccc(NC(=O)CCNS(=O)(=O)c2cccc3nsnc23)c1C` gave GRK2 inh 0, GLD-1 RNA inh 4, MCL1 BIM primary 2, Bcl-xL primary 3, MEX-5 binding 0.5, VLA-4 inh -7, CIT2 TOR yeast 99, AGP1 TOR yeast 102 and Yeast superoxide 85.
For CCOc1ccc(OCC)c(S(=O)(=O)N2CCC(C)CC2)c1 the results were GRK2 inh 5, GLD-1 RNA inh 10, MCL1 BIM primary 2, Bcl-xL primary -1, MEX-5 binding -2.5, VLA-4 inh 5, CIT2 TOR yeast 97, AGP1 TOR yeast 91 and Yeast superoxide 140.
For CCOc1cc(CN2CCN(c3ccc(C(C)=O)cc3)CC2)ccc1OC the results were GRK2 inh 1, GLD-1 RNA inh -4, MCL1 BIM primary 0, Bcl-xL primary 5, MEX-5 binding -3.4, VLA-4 inh 3, CIT2 TOR yeast 97, AGP1 TOR yeast 120 and Yeast superoxide 93.
Screening Cc1ccc(NC(=O)c2cccc3c2C(=O)N(C2CCCCC2)C3)c(C)c1 returned GRK2 inh 0, GLD-1 RNA inh 14, MCL1 BIM primary -1, Bcl-xL primary 6, MEX-5 binding -2.5, VLA-4 inh 5, CIT2 TOR yeast inconclusive, AGP1 TOR yeast inconclusive and Yeast superoxide 138.
Screening C=CCn1c(SCC(=O)Nc2nnc(CC)s2)nnc1-c1ccco1 returned GRK2 inh 1, GLD-1 RNA inh -9, MCL1 BIM primary -3, Bcl-xL primary 0, MEX-5 binding 0.8, VLA-4 inh 6, CIT2 TOR yeast 92, AGP1 TOR yeast 101 and Yeast superoxide 107.
Screening COc1ccc(Nc2cc(C)nc3ccccc23)cc1 returned GRK2 inh 0, GLD-1 RNA inh 9, MCL1 BIM primary -4, Bcl-xL primary -4, VLA-4 inh 1, CIT2 TOR yeast 95, AGP1 TOR yeast 93 and Yeast superoxide 102.
For COc1ccc(CN2CCN(Cc3ccon3)CC2CCO)c(C)c1C (centres undefined) the results were GRK2 inh 4, GLD-1 RNA inh 5, MCL1 BIM primary -1, Bcl-xL primary 1, MEX-5 binding -1.6, VLA-4 inh -1, CIT2 TOR yeast 99, AGP1 TOR yeast 99 and Yeast superoxide 86.
For C=C(C)C1CC=C(C)/C(=N\NC(=O)CCc2ccccc2)C1 (centres undefined) the results were GRK2 inh 0, GLD-1 RNA inh -4, MCL1 BIM primary 2, Bcl-xL primary 4, MEX-5 binding -0.1, VLA-4 inh -17, CIT2 TOR yeast 109, AGP1 TOR yeast 106 and Yeast superoxide 97.
Screening COCCNC(=O)CCCN1C(=O)c2ccccc2Sc2ncccc21 returned GRK2 inh 1, GLD-1 RNA inh 0, MCL1 BIM primary 6, Bcl-xL primary 2, MEX-5 binding -0.6, VLA-4 inh 13, CIT2 TOR yeast 98, AGP1 TOR yeast 94 and Yeast superoxide 109.
COc1ccc(Nc2nc3ccccc3n3cnnc23)cc1Cl was read as GRK2 inh 1, GLD-1 RNA inh -1, MCL1 BIM primary 7, Bcl-xL primary -1, MEX-5 binding 4.4, VLA-4 inh -10, CIT2 TOR yeast 92, AGP1 TOR yeast 93 and Yeast superoxide 98.
COC(=O)CSc1nc(N2CCOCC2)c2c(c1C#N)CCCC2 was read as GRK2 inh 0, GLD-1 RNA inh -4, MCL1 BIM primary -1, Bcl-xL primary 0, MEX-5 binding 0.7, VLA-4 inh 3, CIT2 TOR yeast 100, AGP1 TOR yeast 106 and Yeast superoxide 107.
`Cc1ccccc1Nc1nnc(SCC(=O)N(C)C2CCS(=O)(=O)C2)s1` (centres undefined) gave GRK2 inh 12, GLD-1 RNA inh 4, MCL1 BIM primary -4, Bcl-xL primary -1, MEX-5 binding 1.8, VLA-4 inh -2, CIT2 TOR yeast 105, AGP1 TOR yeast 103 and Yeast superoxide 86.
`COC(C[C@@H](O)C[C@@H](O)[C@H](C)OCc1ccccc1)OC` gave GLD-1 RNA inh 5, MCL1 BIM primary 1, Bcl-xL primary 2 and MEX-5 binding -1.4.
O=C(CNC(=O)c1ccc(Br)o1)NCc1ccc(Cl)cc1 was read as GRK2 inh 6, GLD-1 RNA inh 5, MCL1 BIM primary 4, Bcl-xL primary 2, MEX-5 binding -2.0, VLA-4 inh -2, AGP1 TOR yeast 90 and Yeast superoxide 90.
Screening O=C(Nc1ccccc1)O/N=C/c1ccncc1 returned GRK2 inh 3, GLD-1 RNA inh -2, MCL1 BIM primary 0, Bcl-xL primary 3, MEX-5 binding -0.6, VLA-4 inh 16, CIT2 TOR yeast 109, AGP1 TOR yeast 110 and Yeast superoxide 93.
`O=C(NC(=S)Nc1nc(-c2ccccc2)cs1)c1cncc(Br)c1` gave GRK2 inh 3, GLD-1 RNA inh 3, MCL1 BIM primary 9, Bcl-xL primary 9, MEX-5 binding 0.3, VLA-4 inh -5, CIT2 TOR yeast 100, AGP1 TOR yeast 103 and Yeast superoxide 118.
`CCOc1ccccc1OCC(=O)Nc1ccc(S(=O)(=O)N(C)C)cc1` gave GRK2 inh 0, GLD-1 RNA inh 6, MCL1 BIM primary -3, Bcl-xL primary -2, VLA-4 inh 11, CIT2 TOR yeast 97, AGP1 TOR yeast 101 and Yeast superoxide 98.
CN(C(=O)CSc1nnnn1-c1ccc(O)cc1)C1CCCCC1 was read as GRK2 inh 2, GLD-1 RNA inh 0, VLA-4 inh -7, CIT2 TOR yeast 109, AGP1 TOR yeast 102 and Yeast superoxide 87.
`CCc1cccc2c(C(=O)C(NCCOC)c3ccccc3)c[nH]c12` (centres undefined) gave GRK2 inh 1, GLD-1 RNA inh -3, MCL1 BIM primary -2, Bcl-xL primary 0, MEX-5 binding -0.4, VLA-4 inh 36, CIT2 TOR yeast 103, AGP1 TOR yeast 102 and Yeast superoxide 92.
Screening COc1ccc2oc(C(=O)c3ccccc3)c(NC(=O)CN3CCN(C)CC3)c2c1 returned GRK2 inh 0, GLD-1 RNA inh 7, MCL1 BIM primary -6, Bcl-xL primary -2, MEX-5 binding -0.8, VLA-4 inh 13, CIT2 TOR yeast 106, AGP1 TOR yeast 104 and Yeast superoxide 103.
Screening FC(F)(F)c1ccccc1C1=CC(c2ccccc2)n2ncnc2N1 (centres undefined) returned GRK2 inh 2, GLD-1 RNA inh -1, MCL1 BIM primary -4, Bcl-xL primary -3, MEX-5 binding -2.1, VLA-4 inh -6, CIT2 TOR yeast 69, AGP1 TOR yeast 73 and Yeast superoxide 110.
CCOC(=O)Nc1ccc2c(c1)N(C(=O)N(CC)CC)c1ccccc1CC2 was read as GRK2 inh 5, GLD-1 RNA inh 7, MCL1 BIM primary 8, Bcl-xL primary 8, MEX-5 binding -0.7, VLA-4 inh 14, CIT2 TOR yeast 98, AGP1 TOR yeast 96 and Yeast superoxide 102.
CCOC(=O)C1=C(COC(=O)/C=C/c2ccccc2)NC(=O)NC1C (centres undefined) was read as GRK2 inh 1, GLD-1 RNA inh -3, MCL1 BIM primary -6, Bcl-xL primary 1, MEX-5 binding -1.6, VLA-4 inh 5, CIT2 TOR yeast 108, AGP1 TOR yeast 110 and Yeast superoxide 107.
O=c1c(C=NCCCn2ccnc2)c(-c2ccccc2)[nH]n1-c1nc2ccccc2s1 was read as GRK2 inh 2, GLD-1 RNA inh 9, MCL1 BIM primary 0, Bcl-xL primary 3, MEX-5 binding 0.1, VLA-4 inh -13, CIT2 TOR yeast 81, AGP1 TOR yeast 90 and Yeast superoxide 100.
For Cc1ccc2oc(=O)cc(/C=C/c3ccccc3)c2c1 the results were GRK2 inh 0, GLD-1 RNA inh 0, MCL1 BIM primary 3, Bcl-xL primary 1, MEX-5 binding 0.7, VLA-4 inh 2, CIT2 TOR yeast 102, AGP1 TOR yeast 91 and Yeast superoxide 97.
NNC(=O)C(Cc1ccccc1)NC(=O)OCc1ccccc1 (centres undefined) was read as GRK2 inh 0, GLD-1 RNA inh -2, MCL1 BIM primary 8, Bcl-xL primary -1, MEX-5 binding -0.9, VLA-4 inh 5, CIT2 TOR yeast 91, AGP1 TOR yeast 99 and Yeast superoxide 100.
Cn1cccc1/C=N/NC(=O)c1ccc(OC(F)(F)C(F)F)cc1 was read as GRK2 inh 1, GLD-1 RNA inh 5, MCL1 BIM primary 1, Bcl-xL primary 4, MEX-5 binding -2.3, VLA-4 inh 4, CIT2 TOR yeast 99, AGP1 TOR yeast 92 and Yeast superoxide 107.
For C[C@H]1CN([C@@H](C)CO)C(=O)Cc2cc(NC(=O)CCC(F)(F)F)ccc2O[C@H]1CN(C)S(C)(=O)=O the results were GRK2 inh 1, GLD-1 RNA inh 2, VLA-4 inh 1, CIT2 TOR yeast 111, AGP1 TOR yeast 103 and Yeast superoxide 107.
`COC(=O)c1cc(OC)c(OC)cc1NC(=O)c1ccc(OC)cc1` gave GRK2 inh 1, GLD-1 RNA inh 0, MCL1 BIM primary 6, Bcl-xL primary 0, MEX-5 binding -1.4, VLA-4 inh 2, CIT2 TOR yeast 102, AGP1 TOR yeast 95 and Yeast superoxide 100.
COCCOC(=O)c1c(NC(=O)CN2c3ccccc3CC2C)sc(C(N)=O)c1C (centres undefined) was read as GRK2 inh 1, GLD-1 RNA inh -5, MCL1 BIM primary 0, Bcl-xL primary 4, MEX-5 binding -0.6, VLA-4 inh -16, CIT2 TOR yeast 103, AGP1 TOR yeast 109 and Yeast superoxide 108.
`Cc1ccc(Oc2ccc(C(F)(F)F)cc2[N+](=O)[O-])c([N+](=O)[O-])n1` gave GRK2 inh 0, GLD-1 RNA inh 1, MCL1 BIM primary 3, Bcl-xL primary 0, MEX-5 binding 3.2, VLA-4 inh -3, CIT2 TOR yeast 92, AGP1 TOR yeast 100 and Yeast superoxide 98.
COc1ccc(/C=C/c2ccc3ccccc3[n+]2C)cc1OC was read as GRK2 inh 1, GLD-1 RNA inh -128, MCL1 BIM primary -39, Bcl-xL primary -11, MEX-5 binding 0.4, VLA-4 inh -41, CIT2 TOR yeast 111, AGP1 TOR yeast 101 and Yeast superoxide 91.
For CCCN(CCC)C(=O)c1cc2c(=O)n3cccc(C)c3nc2s1 the results were GRK2 inh 4, GLD-1 RNA inh 6, MCL1 BIM primary 4, Bcl-xL primary 13, MEX-5 binding 1.4, VLA-4 inh 14, CIT2 TOR yeast 103, AGP1 TOR yeast 96 and Yeast superoxide 110.
For COCCN(C(=O)Nc1ccc(OC)cc1)c1nc2ccccc2s1 the results were GRK2 inh 0, GLD-1 RNA inh 1, MCL1 BIM primary 3, Bcl-xL primary 4, MEX-5 binding -4.6, VLA-4 inh 13, CIT2 TOR yeast 107, AGP1 TOR yeast 103 and Yeast superoxide 108.
